# Eya2 phos inh: inhibitors of human Eya2 phosphatase activity; O00167; recombinant Eya2, OMFP fluorescence dephosphorylation (OMFP is methylfluorescein phosphate); Potency, µM (series often up to 76.9 µM), inactives show top-dose activity, negative = inhibition, hits mostly inhibitors; 330,000 tested, 0.006% active; AID 488837; note: potency is the fitted concentration of half-maximal effect; % is set by controls: 0 for no effect and ±100 for the full control effect
#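 Eya2 (0.2 uM) preincubated 10 min at ambient with compound, then OMFP substrate added at 50 uM; 10 min reaction in 50 mM HEPES pH 7.5, 50 mM NaCl, 5 uM MgCl2, 0.05% BSA, 1 mM DTT. Fluorescence read at Ex 485/Em 525 nm.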
# USP2a inh: blocks human ubiquitin-specific protease USP2a | O75604 | USP2 core, Ub-CHOP2 coupled fluorogenic reporter, 485/531 | Potency, µM (top dose mostly 38.3 µM), inactives show top-dose activity change, negative = inhibition, hits mostly inhibitors | 330,000 tested, 0.01% active | AID 463254;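 note: potency is the fitted concentration of half-maximal effect; plate controls were DMSO wells for no effect and full inhibition by NEM control for full effect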
# Target sequence (O75604 whole entry, looked up): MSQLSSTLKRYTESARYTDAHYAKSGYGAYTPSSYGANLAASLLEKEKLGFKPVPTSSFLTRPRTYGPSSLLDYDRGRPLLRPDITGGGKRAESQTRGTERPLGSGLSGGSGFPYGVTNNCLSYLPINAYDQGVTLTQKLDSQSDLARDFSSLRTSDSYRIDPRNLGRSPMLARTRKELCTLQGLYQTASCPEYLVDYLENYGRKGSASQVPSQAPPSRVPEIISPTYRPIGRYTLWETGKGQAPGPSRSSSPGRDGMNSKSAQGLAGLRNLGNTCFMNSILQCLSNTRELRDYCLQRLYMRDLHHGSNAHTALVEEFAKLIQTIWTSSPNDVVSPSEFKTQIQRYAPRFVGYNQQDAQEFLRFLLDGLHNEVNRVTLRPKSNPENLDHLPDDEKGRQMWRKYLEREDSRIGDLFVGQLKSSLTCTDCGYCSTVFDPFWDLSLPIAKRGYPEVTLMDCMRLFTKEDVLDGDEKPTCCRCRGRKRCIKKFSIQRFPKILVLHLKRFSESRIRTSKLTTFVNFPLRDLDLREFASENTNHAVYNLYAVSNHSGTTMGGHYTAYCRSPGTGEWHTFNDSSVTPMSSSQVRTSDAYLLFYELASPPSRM
#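 Cell-free coupled assay: 10nM USP2 core preincubated 30min RT with compound in Tris-HCl pH 8.0/CaCl2/CHAPS buffer, then 25nM Ub-CHOP2 and 25nM reporter substrate; fluorescence (Ex 485/Em 531) read after 60min RT, normalized to NEM inhibition, concentration-response curves fitted.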
# KCNH2 3.1 block: KCNH2 3.1 (human) potassium channel inhibition. U2OS KCNH2 3.1, thallium flux FluxOr; active compounds read low. activity change, % (tested at about 1.8 µM). 340,000 tested, 0.95% active. AID 720553;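 active = maximum activity change below -70%; inconclusive = maximum activity change from -70% to -50%; inactive = maximum activity change above -50%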;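 note: thallium influx rate constant from kinetic fluorescence after stimulation buffer; % is set by controls: 0 for no effect and ±100 for the full control effect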
#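 Normalized rate constant (relative to positive and negative DMSO controls) derived from a 2 min kinetic fluorescence read after stimulation; U2OS cells expressing the 3.1 isoform via virus at 1.77 x 10^8 /mL.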
# TCR activator: activators of T cell receptors; primary human leukocytes, anti-CD3, IL-2 HTRF, 48 h; Potency, µM (highest dose often 9.22 µM), for the others: at the highest dose activation of IL-2 secretion, most hits filed as activators; 330,000 tested, under 10 active; AID 504894; note: % of control where 0% means no effect
#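 Activity was scored as IL-2 release from primary human leukocytes given only a TCR signal (a-CD3 beads) plus compound for 48 hr. Detection used a two-antibody HTRF format read at 665nm.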
# Mito fusion act: blocks mitochondrial division or promotes mitochondrial fusion; 320,000 tested, 0.23% active; S. cerevisiae fusion-defective mutant growth rescue, CellTiterGlo 48 h; Potency, µM (doses to about 46.1 µM), for inactives: at the highest dose growth rescue (activation), actives largely listed as activators; AID 485298;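 note: potency is the fitted concentration of half-maximal effect; % of control where 0% means no effect; nearly all actives have a fitted effect of over 45% in size; temperature-sensitive fusion mutants such as fzo1-1 at 37 °C on non-fermentable ethanol glycerol medium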
#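 Growth-rescue viability read-out: after 48 h at the non-permissive 37C in glycerol/ethanol YPEG, yeast mitochondrial fusion mutants are measured by CellTiterGlo luminescence; compounds (23 nl pinned per well) restoring growth score as division inhibitors or fusion activators.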
# TRPV1 ag: activates the human vanilloid receptor TRPV1. Q8NER1. TRPV1-expressing cells, Fluo-8 calcium influx, agonist mode. activation, % at 8.33 µM. 320,000 tested, 0.19% active. AID 540275; in the data active = activation above about 80%; inconclusive = between about 30% and that limit; note: 0% is about no effect
#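 Cells expressing TRPV1 were dye-loaded with Fluo-8 and read kinetically: 10 s baseline, 3 min after compound (agonist portion), then 2 min after EC20 capsaicin (allosteric enhancer portion). Calcium-bound dye fluorescence at 480/520 nm.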
# hERG WT inh: inhibitors of human wildtype KCNH2 potassium channel; Q12809; activity change, % at 1.84 µM; U2OS, BacMam KCNH2, thallium flux FluxOr; active compounds read low; 340,000 tested, 0.37% active;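 active = maximum activity change below -70%; inconclusive = maximum activity change between -70% and -50%; inactive = maximum activity change above -50%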; note: % is set by controls: 0 for no effect and ±100 for the full control effect
#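 U2OS cells were transduced with wild-type KCNH2 virus (2.03 x 10^8 / mL) for 4 h at room temperature, then cultured overnight at 37 C. Thallium flux was read with FluxOr dye. Rate constants were normalized to DMSO controls.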
# ELG1 DNA repair: inhibitors of ELG1-dependent DNA repair in HEK293T cells | Potency, µM (top dose mostly 46.1 µM), for the others: at the highest dose activity change, negative = inhibition, hits mostly inhibitors | 330,000 tested, 2.3% active | HEK293T ELG1-luciferase reporter, luminescence, 16 h; DNA damage induced by 5-fluorouridine; note: potency is the fitted concentration of half-maximal effect; % is set by controls: 0 for no effect and ±100 for the full control effect; nearly all actives have a fitted effect of over 55% in size
#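 Cells (2,000 per well) received 5-fluorouridine plus test compound or DMSO and were incubated 16 hr at 37 °C, 5% CO2. Luciferase activity was read by luminescence 30 min after ONE-Glo addition; signal suppression marked inhibition of damage-induced ELG1 function.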
# TSHR antagonist: blocks TSH signaling through the human TSH receptor; P16473; AID 504810; TSHR-expressing cells, TSH-stimulated cAMP HTRF, 2 h; active compounds read low; 330,000 tested, 0.2% active; activity change, negative = inhibition, % at 11.5 µM;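 active = activity change below a set negative limit, meaning inhibition stronger than a set level, cut at about -70% in these data; inconclusive = activity change between two set negative limits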; note: % is set by controls: 0 for no effect and ±100 for the full control effect
#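 Antagonism was scored as loss of TSH-driven cAMP in TSHR cells, stimulated with 4nM TSH (EC80) for 2 hours at 37 deg C and detected by homogeneous HTRF competition immunoassay.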
# AT treatment: potential ataxia-telangiectasia treatments restoring KAP-1 phosphorylation. […] A-T fibroblasts, KAP-1 phosphorylation AlphaLISA; neocarzinostatin DNA damage 30 min before lysis. Potency, µM (titrated, usually from 57.5 µM), for the others: at the highest dose activation, most hits filed as activators. 320,000 tested, 0.19% active. AID 485349; note: potency is the fitted concentration of half-maximal effect; % of control where 0% means no effect; nearly all actives have a fitted effect of over 45% in size
#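 ATM-like activity read as KAP-1 phosphorylation via AlphaLISA donor/acceptor antibody pairs after lysis and 6 hr at 25C. Cells were ATM-null patient fibroblasts ([…], hTERT), dosed 60 min, then exposed to the DSB inducer NCS for 30 min.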
# Starred values were filed as active, the others as inactive; ? = inconclusive; . = no result given; [ ] = dose if it differs, or a comment. Unless noted, calls come from the whole dose curve; as a rule, active = well fitted curve in the direction sought with a large enough effect; inconclusive = small, poorly fitted or top-dose-only effect, or another doubt; inactive = no such curve, though single readings can be large; an effect the other way counts as inactive or inconclusive. Some of the compounds tested, so the mix of outcomes need not match the whole.
compound	Eya2 phos inh	USP2a inh	KCNH2 3.1 block	TCR activator	Mito fusion act	TRPV1 ag	hERG WT inh	ELG1 DNA repair	TSHR antagonist	AT treatment
C#CCOCCOCCOCCNc1nc(N2CCN(C(=O)C([C@@H](C)O)n3cc([C@@H](N)CCCCN)nn3)CC2)nc(N2CCN(C(=O)C([C@@H](C)O)n3cc([C@@H](N)CCCCN)nn3)CC2)n1 (stereo partly drawn)	-14%	3%	13	0%	.	.	23	15%	-2	2%
Cc1onc(-c2ccccc2)c1C(=O)OCc1nnc(-c2ccccc2)o1	-5%	1%	3	-11%	16%	22	2	?	-15	13%
COc1ccc(N(CC(=O)N2CCN(C)CC2)S(=O)(=O)c2ccccc2)cc1	-2%	-1%	1	6%	0%	2	6	19%	-4	8%
COc1ccc2[nH]c(-c3ccccc3)cc2c1	-9%	1%	-33	-4%	-21%	15	-24	?	-24	-3%
O=C(CCCN1C(=O)/C(=C/c2ccccc2Cl)SC1=S)N1CCCC1	-13%	6%	-1	-3%	-13%	27	-3	?	-6	8%
O=C(COC(=O)c1nc(Cl)ccc1Cl)NCc1ccc(Cl)cc1	-9%	-1%	2	11%	-2%	-2	4	-1%	4	-5%
O=C(/C=C/c1cccs1)N1CCOCC1	8%	0%	1	-2%[46.1 µM]	0%	1	-12	23%	9	0%
Cc1cccc(NC(=S)Nc2c(C)n(C)n(-c3ccccc3)c2=O)c1C	1%	3%	4	3%[46.1 µM]	-2%	0	5	6%	8	5%
C=CCn1c(=N)c(C(=O)NCCCOC)cc2c(=O)n3ccccc3nc21	-44%	0%	5	-2%	3%	2	0	-2%	-3	1%
COC(=O)c1cc(-c2ccc(OC)cc2)on1	-2%	10%	1	-2%	-8%	?	0	-13%	-7	9%
O=c1c2c3c(sc2nc2n1CCCCC2)CCCC3	2%	4%	-7	0%	11%	0	-2	?	-4	.
Cc1onc(-c2c(F)cccc2Cl)c1C(=O)O/N=C(\N)c1ccc([N+](=O)[O-])o1	-10%	-1%	3	-4%	11%	4	11	0%	-12	3%
CCCc1nc2ccccc2c(C(=O)OCC(=O)Nc2ccc(S(=O)(=O)N3CCOCC3)cc2)c1CC	-45%	-7%	12	3%	1%	1	12	21µM*	1	1%
COc1ccc(OCCCCn2c(CO)nc3ccccc32)cc1	0%	2%	-3	0%	1%	18	33	5%	-3	2%
Fc1ccc(-n2c(Cc3ccccc3)nnc2SCc2nc(-c3cccs3)no2)cc1	5%	-8%	-2	.	21%	-2	3	?	1	16%

# Additional results follow.
compound	Eya2 phos inh	USP2a inh	KCNH2 3.1 block	TCR activator	Mito fusion act	TRPV1 ag	hERG WT inh	ELG1 DNA repair	TSHR antagonist	AT treatment
Cc1cc(C)c2c(C(C)(C)C)nn(-c3ccccc3)c2n1	-1%	-1%	-22	15%	-9%	0	6	1%	-11	?
COc1cc(O)sc1C=Nc1ccc(Cl)cc1Cl	-7%	6%	10	4%	-5%	9	1	?	-3	3%
COc1cccc(-c2cc(C(=O)Nc3ccc4c(c3)OCO4)no2)c1	3%	1%	-3	0%	-12%	22	7	?	22	-6%
CN(CCC(=O)Nc1cc(S(=O)(=O)N(C)C)ccc1Cl)CC(=O)Nc1ccc(F)cc1	5%	-1%	8	1%	6%	4	6	-6%	-7	-2%
Cn1c(SCc2nc(-c3ccccc3)no2)nnc1-c1ccco1	?	3%	11	1%	0%	0	-5	-5%	13	2%
CCNc1c(NC(=O)C2CCC(C)CC2)c(=O)oc2ccccc12 (stereo not drawn)	?	0%	-18	-11%	-10%	2	-4	2%	0	1%
CCOC(=O)Cn1c(=O)c(C#N)cn(C(C)C)c1=O	17%	14%	3	-4%	-3%	3	1	5%	-1	0%
O=C(/C=C/c1ccncc1)c1ccc(NC(=O)c2ccccc2F)cc1	2%	1%	-30	-3%[46.1 µM]	?	2	-4	?	-27	5%
CCOC(=O)CC(NC(=O)Cn1nnc(-c2ccccc2C)n1)c1ccc(OC)cc1 (stereo not drawn)	-29%	3%	.	.	0%	2	.	?	-3	-2%
CCN(CC1COc2ccccc2O1)C(=S)Nc1ccc(F)cc1 (stereo not drawn)	-1%	-9%	-6	1%[46.1 µM]	16%	-10	.	?	14	-7%
C/C=C/c1c(F)c(F)c(Oc2ccc(C(=O)O)cc2)c(F)c1F	-35%	-3%	4	-4%	?	-3	8	1%	-9	1%
COC(=O)c1sc2ncn(N)c(=O)c2c1C	4%	0%	1	-2%	-4%	1	0	12%	11	?
COC(=O)[C@@H]1C[C@@H](C(=O)O)[C@H](C)C1(C)C	11%	0%	9	7%	0%	3	16	17%	18	-4%
CCOc1ccc(NC(=S)N2C3CCCC2CC(NC(=O)C2CC2)C3)cc1 (stereo not drawn)	-3%	2%	12	0%	-6%	0	2	7%	8	8%
CC[C@@]12C(=O)N(c3cccc(Br)c3)C(=O)N1[C@H](c1ccc(OC)cc1)[C@@H]1C(=O)N(C(C)(C)C)C(=O)[C@@H]12	4%	2%	10	4%	-4%	3	-5	9%	4	0%

# Whole records from above. Values in the order: Eya2 phos inh, USP2a inh, KCNH2 3.1 block, TCR activator, Mito fusion act, TRPV1 ag, hERG WT inh, ELG1 DNA repair, TSHR antagonist, AT treatment
# COC(=O)[C@@H]1C[C@@H](C(=O)O)[C@H](C)C1(C)C is listed as 11%, 0%, 9, 7%, 0%, 3, 16, 17%, 18, -4%
# Cn1c(SCc2nc(-c3ccccc3)no2)nnc1-c1ccco1 is listed as ?, 3%, 11, 1%, 0%, 0, -5, -5%, 13, 2%

# Other results
compound	Eya2 phos inh	USP2a inh	KCNH2 3.1 block	TCR activator	Mito fusion act	TRPV1 ag	hERG WT inh	ELG1 DNA repair	TSHR antagonist	AT treatment
N#CCCN(C(=O)Nc1ccc(Cl)cc1)c1ccccc1	3%	0%	9	-4%	1%	4	-11	-2%	-10	5%
CC(C)Cc1nnc(NC(=O)CCNC(=O)c2ccco2)s1	1%	1%	-14	-9%	-4%	7	-4	-9%	11	-1%
COc1ccc(C(=O)NCCCn2ccnc2)cc1	7%	1%	-5	3%	1%	2	6	-1%	-12	15%
CCn1c(SCC(=O)Nc2ccccc2)nnc1C1CCCCC1	-7%	-1%	2	0%[46.1 µM]	-1%	2	-3	?	7	3%
COc1ccc(CCNC(=O)c2nnn(CC(=O)Nc3ccccc3)c2N)cc1OC	-8%	0%	-7	-1%	0%	.	-5	4%	15	6%
CC(=O)Nc1ccc(S(=O)(=O)NC(C)C(=O)OCC(=O)NC2CCCC2)cc1 (stereo not drawn)	1%	0%	-11	-7%[46.1 µM]	-2%	-3	1	4%	23	0%
Cc1cccc(N2C(=O)C(O)=C(C(=O)c3cccs3)C2c2ccc(F)cc2)n1 (stereo not drawn)	?	-1%	-21	4%	13%	-1	-227*	-6%	14	-3%
CCCCC(C(=O)NC1CCCC1)N(C(=O)c1snc(C(N)=O)c1N)c1ccc(C)cc1 (stereo not drawn)	-7%	1%	-5	1%	4%	?	-5	-17%	0	1%
N#CCSc1nnc(N)s1	1%	-6%	31	-4%	0%	2	-31	5%	17	2%
C(/CCc1ccccc1)=N\Nc1nc2ccccc2[nH]1	3%	-1%	-7	-2%	7%	0	1	1%	-1	-4%
O=C(Nc1ccccc1C(=O)Nc1ccc2c(c1)OCO2)c1cccs1	-1%	-1%	2	-3%	4%	20	5	17%	-3	1%
NC(=O)CNC(=O)c1ccc(Cl)cc1	17%	-1%	18	-8%	-3%	-1	0	-16%	8	0%

# Structures shown so far with a Cl atom (seven):
compound	Eya2 phos inh	USP2a inh	KCNH2 3.1 block	TCR activator	Mito fusion act	TRPV1 ag	hERG WT inh	ELG1 DNA repair	TSHR antagonist	AT treatment
O=C(CCCN1C(=O)/C(=C/c2ccccc2Cl)SC1=S)N1CCCC1	-13%	6%	-1	-3%	-13%	27	-3	?	-6	8%
O=C(COC(=O)c1nc(Cl)ccc1Cl)NCc1ccc(Cl)cc1	-9%	-1%	2	11%	-2%	-2	4	-1%	4	-5%
Cc1onc(-c2c(F)cccc2Cl)c1C(=O)O/N=C(\N)c1ccc([N+](=O)[O-])o1	-10%	-1%	3	-4%	11%	4	11	0%	-12	3%
COc1cc(O)sc1C=Nc1ccc(Cl)cc1Cl	-7%	6%	10	4%	-5%	9	1	?	-3	3%
CN(CCC(=O)Nc1cc(S(=O)(=O)N(C)C)ccc1Cl)CC(=O)Nc1ccc(F)cc1	5%	-1%	8	1%	6%	4	6	-6%	-7	-2%
N#CCCN(C(=O)Nc1ccc(Cl)cc1)c1ccccc1	3%	0%	9	-4%	1%	4	-11	-2%	-10	5%
NC(=O)CNC(=O)c1ccc(Cl)cc1	17%	-1%	18	-8%	-3%	-1	0	-16%	8	0%

# Bioassay records deposited in PubChem BioAssay by National Center for Advancing Translational Sciences (NCATS).
